RT RNaseH block = blocks HIV-1 RNase H cleavage of RNA/DNA duplex; inhibition, % at 10 µM; actives 1.9% (n = 65,000); RT-RNase H RNA/DNA duplex cleavage, fluorescence; P04585; in the data active means inhibition above about 50%
RmlC RmlD mix = inhibitors of RmlC and RmlD coupled enzymes. RmlC/RmlD coupled enzyme inhibition, 384-well mixture HTS. actives 0.39% (n = 110,000). inhibition, % at 5.5 µM; in the data active means inhibition above about 30%, passing the limit was not always enough; inconclusive means no clear call, values can overlap the other calls; further: strong numbers were not always called active
An asterisk follows results filed as active; ? = inconclusive; . = no result given. These rows are one share of the data; rates above refer to the full screens.

Order of values: RT RNaseH block | RmlC RmlD mix
CCN(CC)CCCNC1CCS(=O)(=O)C1 (centres undefined)
→ -6 | 104
CC(C)c1ccc(C(=O)N(c2ccccn2)C(C)c2ccco2)cc1 (centres undefined)
→ . | 112
COc1ccc(C[C@H]2CN3C(=NC[C@@H]3Cc3ccccc3)N2C[C@H](C)NC(=O)CCC2CCCCC2)cc1
→ . | 11
CCn1c(CNc2ccc(F)cc2)nnc1SCC(=O)OC1CCCCC1
→ 1 | 6
CCCCOc1cccc(C(=O)N(Cc2cccs2)C2CCS(=O)(=O)C2)c1 (centres undefined)
→ -7 | 11
CCC1(C)Cc2c(sc3nnn(CC(=O)Nc4ccc(C)cc4)c(=O)c23)CO1 (centres undefined)
→ . | 8
c1ccc(OCc2nn3c(Cn4cnc5ccccc54)nnc3s2)cc1
→ 38 | 8
COc1ccc(C(c2nnnn2Cc2ccccc2)N2CCN(C(=O)c3ccco3)CC2)cc1 (centres undefined)
→ 19 | -12
COc1ccc(N2C(=O)CCC2(C#N)c2ccc(OC)cc2)cc1 (centres undefined)
→ . | -126
O=C(COC(=O)c1ccco1)Nc1ccc2c(c1)OCO2
→ 3 | -6

Next results follow:
Order of values: RT RNaseH block | RmlC RmlD mix
CC(=O)Nc1ccc(Oc2ncccn2)c(Cl)c1
→ . | -7
Cc1cc(C)n2nc(CCc3nc4nc(C)cc(C)n4n3)nc2n1
→ -2 | .
CCC1CCCCN1C(=O)Cn1c(=O)oc2ccccc21 (centres undefined)
→ 1 | -12
COc1ccc(/C=N/NC(=S)NC2CCS(=O)(=O)C2)cc1OC (centres undefined)
→ . | -3
CCOC(=O)N1CCC(NC(=O)Cn2ncc3c4ccccc4n(C)c3c2=O)CC1
→ -4 | 7
CCOC(=O)CSc1nnc(CNC(=O)c2ccco2)n1-c1ccc(F)cc1
→ -1 | 7
CCOc1ccccc1N(CC(=O)N1CCOCC1)S(=O)(=O)c1ccccc1
→ -6 | .
O=C(Nc1nc(=O)c2ccccc2s1)c1ccc(Cl)cc1
→ . | -10
COc1cc2c(cc1OC)C1(CCCC1)CNC2C (centres undefined)
→ -14 | 12
Cc1ccccc1N(CC(=O)N/N=C/c1ccc(Cl)cc1)C(=O)c1ccccc1
→ . | 1

Continuation.
Order of values: RT RNaseH block | RmlC RmlD mix
CCCCCOC(=O)Cn1c(SCC(=O)Nc2ccccc2)nc2c1c(=O)[nH]c(=O)n2C
→ 1 | 7
O=C(OCCNC(=O)c1ccc2ccccc2n1)c1cccnc1
→ -17 | -14
CCOC(=O)C(/C(C)=N/NC(=O)c1ccccc1[N+](=O)[O-])C(C)C (centres undefined)
→ . | -14
O=C(COC(=O)C1CC(=O)N(c2ccc3c(c2)OCCO3)C1)Nc1ccc2c(c1)CCC2 (centres undefined)
→ -4 | -16
O=C(c1ccc(S(=O)(=O)N2CCOCC2)cc1)N1CCN(C2=NS(=O)(=O)c3ccccc32)CC1
→ . | -11
COC(=O)CSC1=C(C#N)C(c2ccc(C(C)C)cc2)CC(=O)N1 (centres undefined)
→ -9 | -14
CCOCCCNCC(=O)Nc1ccccc1N1CCOCC1
→ 2 | 9
CC(C)(C)c1ccccc1NC(=O)c1ccco1
→ -4 | 1
CN(C(=O)Cc1ccccc1)n1cnnc1
→ . | -13
COc1ccc2oc(C(=O)CCC(=O)O)c(N)c2c1
→ -9 | .

The listing continues.
Order of values: RT RNaseH block | RmlC RmlD mix
CC(C)CCn1cnc2c([nH]c3cccc(Cl)c32)c1=O
→ 12 | -9
COc1ccc(C)cc1NS(=O)(=O)c1cccc2nonc12
→ -88 | .
Cc1cc(C)n2nc(SCC(=O)NCc3ccco3)nc2n1
→ -2 | -4
CCCCN(CCCC)CCCNC(=O)C1CC(c2cc(C(F)(F)F)cc(C(F)(F)F)c2)=NO1 (centres undefined)
→ . | -11
CSc1ccccc1C(=O)Nc1ccc2c(c1)OCCO2
→ . | -13
O=C(CN1C(=O)C(=O)c2ccccc21)NC1CCCCC1
→ . | -54
CCCN1C2CCCC1CC(NC(=O)c1ccccc1)C2 (centres undefined)
→ -10 | -39
O=C(O)CSc1nccn1-c1cccc(Cl)c1
→ . | 0
Cn1nc(CC(=O)Nc2ncc(Br)s2)c2ccccc2c1=O
→ 2 | -16
COc1ccc(Cn2cccc(NC(=O)Nc3ccc(C#N)cc3)c2=O)cc1
→ 4 | -6

New compounds follow.
Order of values: RT RNaseH block | RmlC RmlD mix
Cc1ccccc1NC(=O)CNc1ccccc1N1CCCCC1
→ -27 | 0
O=C(NCc1ccc(F)cc1)C(c1cccs1)N(C(=O)c1csnn1)C1CC1 (centres undefined)
→ -5 | 13
CCOC(=O)CNc1nc(C(C)(C)C)nc2c1nnn2Cc1ccccc1Cl
→ -30 | 7
O[C@@H]1CCCC[C@H]1N1CCC(c2ccccc2)CC1
→ 0 | -6
O=C(O)c1ccc(NC(=O)c2cccs2)cc1
→ -4 | 7
COc1cccc(-n2c(SCC(=O)NCCc3ccccc3)nnc2-c2ccoc2C)c1
→ -6 | -10
FC(F)(F)c1cnc(/C=C/Nc2ccccc2Cl)c(Cl)c1
→ . | 5
COc1ccccc1C(=O)NCCCn1cc(Br)c(C)n1
→ -10 | -5
CC(=O)OCC(=O)Nc1ccc(Cl)cc1Cl
→ -14 | 7
Cc1cc(N2CCN(C3CCCC3)CC2)n2c(nc3ccccc32)c1C#N
→ 7 | .

The list continues:
Order of values: RT RNaseH block | RmlC RmlD mix
Cc1cccc(N2CCN(C(=O)c3ccc(Cl)c(S(=O)(=O)NCc4ccco4)c3)CC2)c1C
→ -10 | .
CN(C)C=NC(=O)c1ccc([N+](=O)[O-])c(CS(=O)(=O)c2ccc(Cl)cc2)c1
→ . | 14
CC(=O)Nc1cccc(-c2csc(NCc3ccco3)n2)c1
→ 5 | 0
CCN(CC)S(=O)(=O)c1ccc(N(C)Cc2ccc(C(F)(F)F)cc2)nc1
→ . | 9
CCOCCCn1c(=NC(C)=O)c(C(=O)OCC)cc2c(=O)n3ccccc3nc21
→ -7 | 67*
Cc1ccc(NC(=O)c2ccco2)c(NC(=O)Cc2cccs2)c1
→ . | 3
Brc1ccc(-c2csc(-c3c[nH]c4ccccc34)n2)cc1
→ . | 8
Cc1sc(NC(=O)C2CCCCC2C(=O)O)c(C(N)=O)c1C (centres undefined)
→ . | 11
COC(=O)c1c(NC(=O)Cc2cccs2)sc(C(=O)N2CCCCC2)c1C
→ 1 | 10
Cc1nnc2n1NC(c1ccc(Cl)cc1)C(C(=O)N(C)C1CCCCC1)S2 (centres undefined)
→ -15 | 18

Continued:
Order of values: RT RNaseH block | RmlC RmlD mix
COc1cc(/C=N/NC(=O)c2cc(C34CC5CC(CC(C5)C3)C4)[nH]n2)ccc1O
→ . | 20
Cc1cc(=O)n2c(C)n[nH]c2n1
→ -5 | 1
O=C(NCC1CCCO1)c1ccccn1 (centres undefined)
→ -16 | 0
COC1(OC)C(/C=C/c2ccc(C)cc2)C(C#N)(C#N)C1(OC)OC (centres undefined)
→ . | 17
CC1Cc2nc(SCC(=O)Nc3nccs3)n(Cc3ccccc3)c(=O)c2S1 (centres undefined)
→ 2 | 8
O=C1/C(=C\c2cccs2)N=C(c2cccs2)N1Nc1ccccc1
→ . | 2
CN(C)CCOC(=O)C12CC3CC(CC(C3)C1)C2
→ . | 6
O=C(CSc1nnc(NC2CCCCC2)s1)NC1CCS(=O)(=O)C1 (centres undefined)
→ 1 | -10
CC1=C(CC(=O)c2ccc(Cl)cc2)C(=O)c2ccccc2C1=O
→ . | ?
Cc1cc(C2C(=O)CC(=O)CC2c2ccccc2)on1 (centres undefined)
→ 7 | -64

The listing continues.
Order of values: RT RNaseH block | RmlC RmlD mix
CCOC(=O)c1ccc(N=c2sc(C(=O)OC)cc(=O)n2-c2ccc(C(=O)OCC)cc2)cc1
→ . | 0
CCOC(=O)N1CCN(C(=O)c2cc(OC)cc(OC)c2)CC1
→ . | -5
CC(C)CC1(C(=O)NCCN2CCOCC2)C=CCN1C(=O)c1ccccc1 (centres undefined)
→ . | 1
CN(C)CCCNCCCNC(=O)c1ccccn1
→ -11 | -13
O=C1c2cccc3cccc(c23)C(=O)N1c1nccs1
→ 2 | 9
CS(=O)(=O)N(CC(=O)Nc1c(F)cccc1F)c1cccc([N+](=O)[O-])c1
→ . | -7
c1cn2cc(CN3CCOCC3)nc2s1
→ -4 | -8
Cc1ccc(N/C=C/C(=O)c2ccc(C)cc2)cc1
→ . | -9
COc1ccc(CCNc2oc(Cc3ccccc3)nc2C#N)cc1OC
→ -27 | 11
CCS(=O)(=O)c1ccc2oc(SCC(=O)NC(C)C3CC4CCC3C4)nc2c1 (centres undefined)
→ . | -2

Later entries
Order of values: RT RNaseH block | RmlC RmlD mix
CCCSc1nnc2[nH]c(=O)cc(N)n12
→ -3 | 4
CCOc1cc(/C=C2/NC(=O)N(Cc3ccccc3F)C2=O)ccc1O
→ . | -8
CCOC(=O)/C(=C\c1ccc([N+](=O)[O-])cc1)C(=O)c1cc(C(C)=O)c(Nc2ccccc2)s1
→ . | -6
C/C(=C\C(=O)c1ccc(C)o1)Nc1ccc2c(c1)OCO2
→ -26 | -10
C=CCN1C(=O)CSc2ccc(C(=O)NCCC3=CCCCC3)cc21
→ . | -14
CC(=O)c1nn(-c2cccc(Br)c2)cc1C(=O)c1ccc(Br)cc1
→ . | -10
O=C(CCCCCn1c(=O)[nH]c2ccccc2c1=O)NCCCN1CCN(c2ccccc2F)CC1
→ -6 | .
CCOc1ccc(N2C(=O)c3cccnc3C2Nc2ccc(OC)cc2)cc1 (centres undefined)
→ 5 | 5
COc1ccc(-n2c(=O)c3ccccc3n(CC(=O)NC3CCCC3)c2=O)c(OC)c1
→ -2 | 8
O=C(CSc1nnc(-c2ccccn2)n1Cc1ccco1)c1ccc(-c2ccccc2)cc1
→ 2 | -10

Remaining list, next part.
Order of values: RT RNaseH block | RmlC RmlD mix
O=C(OCc1ccc([N+](=O)[O-])cc1)C1CC(=O)N(c2ccccc2)C1 (centres undefined)
→ . | 5
O=C(CCCOc1ccccc1)N1CCN(c2ccccn2)CC1
→ -3 | 131
Cc1cc(N2CCCC2=O)cc(C)c1CN1C(=O)c2ccccc2C1=O
→ -13 | 16
O=C(NCc1ccco1)c1cc(S(=O)(=O)N2CCOCC2)ccc1Cl
→ -8 | 4
N#CCSc1nc2ccccc2c(=O)n1-c1ccccc1
→ -15 | -14
CCN(CC)CCn1c(=N)n(CCO)c2ccccc21
→ -9 | -13
CC(C)(C)[C@@H]1C=C(C(=O)N2CCN(Cc3ccc4c(c3)OCO4)CC2)O[C@H](OCc2ccc(CO)cc2)C1
→ . | 6
Cc1ccc(S(=O)(=O)n2ccc(OC(=O)c3cccs3)n2)cc1
→ . | 2
COc1c(F)c(F)c(C(=O)Nc2cccc(Cl)c2N2CCOCC2)c(F)c1F
→ -7 | -6
CN1CCN(C(=O)c2cnn(-c3ccccc3)c2NC(=O)c2cccs2)CC1
→ -8 | -1

(next part)
Order of values: RT RNaseH block | RmlC RmlD mix
Cc1cc(C)c(S(=O)(=O)ON2C(=O)c3ccccc3C2=O)cc1C
→ . | 146*
CC(C)C[C@H]1C(=O)N2CCCC2[C@]2(O)O[C@](NC(=O)[C@@H]3C=C4c5cccc6[nH]cc(c56)CC4N(C)C3)(C(C)C)C(=O)N12 (some centres undefined)
→ . | -3
CS(=O)(=O)Nc1ccc(C(=O)NCc2ccco2)cc1
→ 1 | 20
C=CCSc1nc2sc(-c3ccccc3)cc2c(=O)n1N
→ . | -11
Fc1ccc(Cn2cnc3ccccc32)cc1
→ . | 30
Cc1nc(CC(=O)Nc2nc(-c3ccccc3)cs2)cs1
→ -15 | 7
O=C(CCSCCc1ccccn1)Nc1nccs1
→ -24 | -5
Cc1ccc(-c2cc(C(F)(F)F)n3nc(C(=O)Nc4c(C)n(C)n(-c5ccccc5)c4=O)cc3n2)cc1
→ . | 8
COc1cccc(C(=O)NCc2cn3ccsc3n2)c1
→ -8 | -10
Cc1ccc(CNC(=O)C2C3C=CC(C3)C2C(=O)O)cc1 (centres undefined)
→ -4 | -16

(more compounds)
Order of values: RT RNaseH block | RmlC RmlD mix
COc1ccc(-c2c3c(=O)n(C)c(=O)n(C)c3cn2-c2cccc(OC)c2)cc1
→ -8 | 7
CCc1ccc(O)c(N=Cc2cccc(C)c2O)c1
→ 22 | 1
c1ccc(OCCCc2nc(-c3ccccn3)no2)cc1
→ -21 | 6
CCOc1ccc(OCC)c(-c2c(=O)n(OCc3ccc(C(C)(C)C)cc3)c3ccccc3[n+]2[O-])c1
→ . | -10
Cc1nn(CC#N)c(=O)n1-c1ccccc1F
→ . | 8
CC(C)Oc1ccc2c(=O)c(-c3ccccc3)coc2c1
→ -17 | 11
O=C(Nc1ccc2oc(-c3ccc4ccccc4c3)nc2c1)c1ccc2c(c1)OCCO2
→ . | 36*
CCC1(C)Cc2c(C#N)c(N)n(-c3ccccc3)c(=O)c2CO1 (centres undefined)
→ -7 | 7
CC1=C(C(=O)Nc2ccccc2)C(c2ccco2)NC(=O)N1 (centres undefined)
→ . | 34
COC(=O)c1cccc(Nc2cc(C)nc(-c3ccccc3O)n2)c1
→ 7 | -8

Continuation:
Order of values: RT RNaseH block | RmlC RmlD mix
COCCN1C(=O)C(=O)/C(=C(/O)c2ccc3c(c2)OCCO3)C1c1ccc(C(=O)OC)cc1 (centres undefined)
→ -7 | 64
CCN1CCC2(CCNC2)C1 (centres undefined)
→ -11 | -13
COc1ccc(Oc2ccccc2/C=N/O)cc1
→ . | 8
COc1ccc(C(=O)CSc2nnc(-c3ccccn3)n2Cc2ccco2)cc1
→ -12 | -40
Cc1ccc(-c2cc(-c3ccc(F)cc3)nc(N)c2C#N)o1
→ 4 | -1
Nc1ccc(C(=O)Nc2ccco2)cc1
→ . | -8
COC(=O)COc1ccc(S(=O)(=O)N2CCN(c3ccc(F)cc3)CC2)cc1
→ . | 69
